Screening data as filed in PubChem.
FLuc act counter – affects firefly luciferase, flagging false hits in luciferase stimulation screens; ATPlite luciferase biochemical, luminescence, 10 min; 0 = ATP-free wells, 1 = DMSO control; P08659; 200,000 tested, under 10 active; activation factor at 10 µM;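 active = luciferase activation factor, scaled between plate controls, of at least 2 with compound at 10 µM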
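assay system = Luciferase/luciferin detection reagent, cell-free biochemical luciferase assay | also added = ATP substrate | times = 10 min post-reagent at room temperature | measured by = luminescence from luciferase reaction | measure = luciferase activation, seen as luminescence increase over controls | benchmarks = low control with PBS replacing ATP, high control enzyme plus ATP without compound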
Diaphorase inh – counter-screen for diaphorase-based assays: diaphorase inhibitors and chemical oxidizers; diaphorase resazurin-to-resorufin fluorescence, NADH, 16 min; bacterial (C. kluyveri) enzyme, not human; inhibition, % at 20 µM; hit rate 0.69% among 190,000; AID 1217;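 active = primary screen inhibition at 20 µM above a set limit, cut at about 50% in these data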;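 note: plate controls were DMSO with full reaction for no effect and wells lacking NADH for full effect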
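Test system: bacterial diaphorase enzyme (C. kluyveri); Quantity: 0.14 U/mL diaphorase, enzyme working solution; Times: reaction incubation of 16 min at room temperature; Measured by: fluorescence of resorufin formed from resazurin, Ex 544/Em 590 nm; Benchmarks: positive control minus NADH, DMSO neutral control.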
NF-kB expr up – NF-kB expression increase, human neuronal cells; NF-kB reporter expression; hits give high values; fold change at 12.5 µM; hit rate 1.6% among 190,000; in the data active = fold change above about 3.3
FLuc inh counter – counter-screen for luciferase assay inhibitors: firefly luciferase inhibition; P08659; inhibition, % at 10 µM; hit rate 1.5% among 200,000; ATPLite firefly luciferase biochemical luminescence, 10 min; AID 1006;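 active = inhibition above about 50% when tested at 10 µM, limit read from the data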
STAT1 act – activators of IFN-gamma induced STAT1 signaling; hit rate 2.6% among 200,000; activation (% of control), % at 5.5 µM; NIH 3T3 STAT1-luciferase reporter, luminescence; 100% = IFN-gamma alone, no compound;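 active = activation above the screen-wide mean activation plus 3 SD, cut at about 130% in these data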;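 note: raw ratio to IFN-gamma control signal so 100% means no change and 0% no light; values of inactives mirror those of a sister screen read the other way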
G6PDH CS – inhibits Leuconostoc G6PDH, flagging false hits in G6PDH-based assays. Purified L. mesenteroides G6PDH, diaphorase/resazurin coupled fluorescence, 45 min. inhibition, % at 5 µM. hit rate 0.12% among 200,000. AID 1020; in the data active = inhibition above about 50%
Diaphorase act – activates diaphorase or chemically reduces, flagging diaphorase assay artifacts; AID 1229; activation factor at 20 µM; hit rate 0.005% among 190,000; Diaphorase/resazurin coupled assay, resorufin fluorescence, 16 min; hits give high values; 1 = vehicle wells, 0 = NADH-free wells;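 active = diaphorase activity raised at least twofold by the compound at 20 µM; inactive = activation factor below 2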
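Measured by – red resorufin fluorescence at 544/590 nm excitation/emission · Test system – Clostridium kluyveri diaphorase, purified enzyme · Incubation – reaction time 16 min, room temperature · Buffer or medium – 50 mM HEPES pH 7.4 with 4.542 mM MgCl2, 0.005% Tween 20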
APP 5'UTR act – APP 5'UTR luciferase reporter activation. SH-SY5Y APP 5'UTR luciferase reporter, luminescence; zero percent = DMSO vehicle wells. activation, % at 2 µM. hit rate 1% among 190,000. AID 1276;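 active = activation above a set limit, based on mean plus 3 SD of controls, cut at about 140% in these data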; note: values of inactives mirror those of a sister screen read the other way
APP transl inh – APP translation inhibition; AID 1285; inhibition, % at 2 µM; SH-SY5Y APP 5'UTR-luciferase reporter, luminescence; hit rate 0.82% among 190,000;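 active = inhibition above a set limit, derived from the sample mean plus 3 SD, cut at about 45% in these data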; note: values of inactives mirror those of a sister screen read the other way
TLR4-MyD88 BLA – inhibitors of human TLR4-MyD88 binding | O00206+Q99836 | HeLa CL3-4 TLR4/MyD88 BLA complementation, FRET ratio | inhibition, % at 8.4 µM | hit rate 0.18% among 200,000; in the data active = inhibition above about 25%;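 note: 0% = vehicle and 100% = reference inhibitor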
Target sequence (O00206 whole entry, looked up): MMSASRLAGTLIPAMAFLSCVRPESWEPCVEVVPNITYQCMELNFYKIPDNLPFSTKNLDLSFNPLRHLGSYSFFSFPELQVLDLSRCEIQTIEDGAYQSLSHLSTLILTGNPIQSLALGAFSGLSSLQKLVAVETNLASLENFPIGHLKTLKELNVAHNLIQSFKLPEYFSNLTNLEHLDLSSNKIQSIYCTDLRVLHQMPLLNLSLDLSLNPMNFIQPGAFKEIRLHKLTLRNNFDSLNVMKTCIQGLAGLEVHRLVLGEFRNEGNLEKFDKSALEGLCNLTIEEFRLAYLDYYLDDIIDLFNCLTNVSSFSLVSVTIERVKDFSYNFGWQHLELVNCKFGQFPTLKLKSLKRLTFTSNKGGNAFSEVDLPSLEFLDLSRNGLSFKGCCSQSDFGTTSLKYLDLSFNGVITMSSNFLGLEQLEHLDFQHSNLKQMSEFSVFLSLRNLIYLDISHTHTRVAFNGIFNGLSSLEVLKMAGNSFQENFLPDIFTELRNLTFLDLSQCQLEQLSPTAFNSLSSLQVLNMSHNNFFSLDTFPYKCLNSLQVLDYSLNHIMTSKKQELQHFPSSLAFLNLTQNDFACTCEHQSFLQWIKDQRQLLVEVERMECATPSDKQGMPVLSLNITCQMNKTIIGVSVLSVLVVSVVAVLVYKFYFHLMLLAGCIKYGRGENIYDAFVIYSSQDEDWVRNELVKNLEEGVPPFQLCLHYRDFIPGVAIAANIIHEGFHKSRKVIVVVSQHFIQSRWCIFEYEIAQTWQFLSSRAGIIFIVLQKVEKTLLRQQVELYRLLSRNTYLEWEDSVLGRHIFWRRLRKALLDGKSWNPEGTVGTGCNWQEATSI
Target sequence (Q99836 whole entry, looked up): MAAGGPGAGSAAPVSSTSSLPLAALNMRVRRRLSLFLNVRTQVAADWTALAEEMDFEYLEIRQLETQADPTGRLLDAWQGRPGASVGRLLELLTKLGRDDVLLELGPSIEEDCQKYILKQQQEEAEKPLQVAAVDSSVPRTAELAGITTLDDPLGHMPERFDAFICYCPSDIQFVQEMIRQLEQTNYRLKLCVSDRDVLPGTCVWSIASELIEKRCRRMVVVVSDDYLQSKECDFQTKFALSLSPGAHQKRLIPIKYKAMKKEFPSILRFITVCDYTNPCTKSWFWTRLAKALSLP
Active calls of the source: *; . = no result given. An unsorted share of the library, and some 5.6% of all compounds hit somewhere here.

SMILES	FLuc act counter	Diaphorase inh	NF-kB expr up	FLuc inh counter	STAT1 act	G6PDH CS	Diaphorase act	APP 5'UTR act	APP transl inh	TLR4-MyD88 BLA
COC(=O)[C@@H]1C(c2ccccc2)(c2ccccc2)[C@@]1(C)C(=O)OC	1	3	1.2	-1	88	16	1	8	-8	-10
C#CCNC(=O)C1=C[C@@H](C2CC2)[C@H](CCCO)[C@@H](OCC)O1	1	-13	1	-4	104	10	1.1	-2	2	-4
CC(C)(C)NC(=O)C(c1ccc(O)cc1)N(C(=O)CCC(=O)Nc1nccs1)c1ccccc1F (centres undefined)	1	11	0.7	-4	99	2	0.9	2	-2	-8
CCn1cc(C(=O)NCCN(C)CCc2ccccc2)c(=O)c2cc(S(=O)(=O)N(C)C)ccc21	1	4	0.81	-2	102	-22	1	-15	15	-22
O=C(CN1C2=NCCN2c2ccccc21)c1ccc(Br)s1	1.1	6	1.2	-7	97	4	0.9	8	-8	5
O=C(CN1C(=O)COc2ccccc21)NCc1ccccn1	1	-4	1.2	-4	101	0	1	-7	7	5
COC(=O)c1ccc(Cn2cnc3ccccc3c2=O)cc1	1.1	8	0.97	-5	104	17	0.9	23	-23	-1
O=C(O)c1cccc(Nc2nc(Nc3ccccc3)nc(N3CCCC3)n2)c1	1.1	8	0.85	-6	74	-2	0.9	-5	5	4
CC(=O)N1CCCc2ccccc21	1	14	1.5	-2	97	6	0.9	-5	5	6
C/C(CC(=O)Nc1cc(C)ccn1)=N\NC(=O)C(=O)NC(C)C	1.1	8	1.2	-5	110	14	0.9	12	-12	-20
COC(=O)c1sc2ncccc2c1OCc1ccc(Cl)cc1Cl	1	6	1.1	3	105	11	0.9	13	-13	-6
Cc1nc(Cl)c2c(n1)NC1=C(O2)C(=O)CCC1	1	9	1.2	-4	86	7	0.9	19	-19	-8
COc1ccccc1-n1c(-c2ccccc2)c[nH]c1=S	0.8	12	1.1	16	107	11	0.9	4	-4	-7
O=C(CSc1nnc(Cc2ccccc2)n1-c1cccc(Cl)c1)NNC(=O)Cc1ccccc1	1	10	1.1	-4	95	12	0.9	0	0	7
Cc1ccc(S(=O)(=O)n2nc(C)c(C#N)c2N)cc1	1	10	1	-4	99	1	0.9	30	-30	1
Cc1cc(CCCCCCCCc2cc(C)cc(=O)o2)oc(=O)c1	1	10	0.74	-2	108	9	0.9	-20	20	3
CCOC(=O)c1cnc(-n2nc(C)cc2C)nc1NNc1cc(C)nc(-c2ccccc2)n1	1	11	0.95	-4	94	8	0.9	-72	72*	-1
Cc1ccc(-n2c(SCC(=O)Nc3cc(S(=O)(=O)N4CCOCC4)ccc3Cl)nc3ccccc3c2=O)cc1	1.1	9	0.97	-6	103	13	0.9	-1	1	4
Nc1nnnn1/N=C/c1cccc(Oc2ccccc2)c1	1	6	1.5	-3	102	-1	0.9	-2	2	-6
COc1ccc(CCN2C(=O)c3[nH]nc(-c4ccccc4O)c3C2c2cccc(O)c2)cc1OC (centres undefined)	1	30	0.7	-5	101	5	0.7	7	-7	-13
Fc1ccc(N2CCN(c3ncnc4c3nnn4Cc3ccccc3Cl)CC2)cc1	.	.	1.2	.	90	.	.	-4	4	4
Cc1ccc(S(=O)(=O)Cn2nnnc2CN(Cc2ccco2)CC2CCCO2)cc1 (centres undefined)	1.1	17	1	-8	106	-7	0.8	23	-23	-6
O=C(Nc1ccc(-n2nncc2-c2ccco2)cc1)c1cc2ccccc2oc1=O	1	25	1	-4	106	5	0.8	3	-3	-4
O=c1c(Cl)cc(Cl)nn1-c1ccccc1	1.1	0	0.93	-6	91	10	1	5	-5	4

A stretch taken from the entries so far, for reference:
SMILES	FLuc act counter	Diaphorase inh	NF-kB expr up	FLuc inh counter	STAT1 act	G6PDH CS	Diaphorase act	APP 5'UTR act	APP transl inh	TLR4-MyD88 BLA
Cc1ccc(S(=O)(=O)Cn2nnnc2CN(Cc2ccco2)CC2CCCO2)cc1 (centres undefined)	1.1	17	1	-8	106	-7	0.8	23	-23	-6
O=C(Nc1ccc(-n2nncc2-c2ccco2)cc1)c1cc2ccccc2oc1=O	1	25	1	-4	106	5	0.8	3	-3	-4
O=c1c(Cl)cc(Cl)nn1-c1ccccc1	1.1	0	0.93	-6	91	10	1	5	-5	4

(cont.)
SMILES	FLuc act counter	Diaphorase inh	NF-kB expr up	FLuc inh counter	STAT1 act	G6PDH CS	Diaphorase act	APP 5'UTR act	APP transl inh	TLR4-MyD88 BLA
CCOC(=O)c1c(CN2CCN(CCO)CC2)n(C)c2cc(Br)c(OC)cc12	1	-2	1.2	-4	101	9	1	-4	4	-5
O=C(NNC(=O)c1cccc(S(=O)(=O)N2CCc3ccccc32)c1)c1ccccc1	1	7	1.1	0	66	3	0.9	1	-1	-7
CCOC(=O)Cc1cc(=O)n2[nH]c(-c3ccccc3)cc2n1	0.8	6	1.4	20	94	2	0.9	9	-9	-10
COc1ccccc1NC(=O)CN1CCN(c2ccc(Cl)cc2)CC1	1.1	14	1.1	-8	101	6	0.9	-1	1	8
Cc1ccc(OCCNC(=O)c2cc(-n3cnnc3)ccc2Cl)cc1C	1	12	0.86	-1	91	5	0.9	2	-2	-9
COc1ccc(C(=O)N2CCC(=O)N(C(CO)Cc3ccccc3)CC2)cc1 (centres undefined)	1	3	1.1	1	92	0	1	8	-8	2
Cc1oc2c(c1C(=O)c1ccc(Cl)cc1)C(=O)C(=O)c1ccccc1-2	1.1	60*	1.1	-10	87	60*	0.4	-5	5	9
O=C(CSC1=Nc2ccccc2C2CC=NN12)Nc1ccc2c(c1)OCO2 (centres undefined)	1	2	2.5	-5	109	-3	1	-20	20	-1
N#CCCn1cnc2ccccc21	1	4	0.96	-3	105	-13	1	11	-11	-3
Cc1cccn2c(=O)c(/C=C(\C#N)S(=O)(=O)c3ccc(Cl)cc3)c(N3CCC(C(N)=O)CC3)nc12	1.1	24	0.81	-8	99	-2	0.8	-4	4	4
Cc1ccc(NC(=O)CN2CCCCCC2)c(Br)c1	0.9	10	1.5	12	121	10	0.9	36	-36	-9
CC1CCN(C(=O)c2cc(Cl)nc3ccccc23)CC1	1	7	0.98	-4	97	-13	0.9	-6	6	14
O=C(NCc1ccc2c(c1)OCO2)c1ccc(CS(=O)(=O)Cc2cccc(Cl)c2)o1	1	16	0.89	-3	100	-14	0.8	7	-7	-7
COc1cc(NC(=O)C/C(C)=N/NC(=O)Cc2ccccc2)c(OC)cc1Cl	1.2	13	1.1	-17	89	-12	0.9	9	-9	-4
Cc1ccc(OCC2Cn3c(nc4c3c(=O)[nH]c(=O)n4C)O2)cc1 (centres undefined)	1.1	7	1.1	-5	84	-11	0.9	-4	4	4
Cc1nc(NS(=O)(=O)c2ccccc2)sc1NC(=O)OCCN(C)C	1	9	1.3	-4	95	-4	0.9	19	-19	2
COC(=O)C1=C(C)OC(N)=C(C#N)C1c1ccco1 (centres undefined)	1.1	9	1	-6	97	0	0.9	8	-8	-7
CCOC(=O)c1oc2nc(C)c3c(c2c1N)CC(C)(C)OC3	1	4	0.91	-4	104	4	1	-12	12	-7
COc1cc(/C=C/C(=O)N2CCCN(C(=O)/C=C/c3cc(OC)c(OC)c(OC)c3)CC2)cc(OC)c1OC	1	-3	1.1	-1	92	4	1	4	-4	8
CCN(CC)CCN(C(=O)Cn1nnc(-c2ccc(OC)c(OC)c2)n1)C(C(=O)NC1CCCC1)c1ccc(F)cc1 (centres undefined)	1.1	-7	1.1	-7	99	8	1.1	1	-1	-2
COc1ccc(C2=Nn3c(nnc3-c3cccnc3)SC2)cc1	1.1	4	1.1	-6	100	6	1	9	-9	-9
COc1ccccc1-c1cc(-c2ccc(C)cc2)nc(SCc2nnc(-c3ccccc3)o2)c1C#N	1.1	6	0.9	-6	97	-13	0.9	14	-14	2
COc1ccc(-c2csc(N(CC3CCCO3)C(=O)c3ccco3)n2)cc1 (centres undefined)	1.1	28	1	-5	105	-28	0.7	2	-2	-13
COc1cc(OC)c(S(=O)(=O)Nc2ccc(C(=O)N3CCCC3)cc2)cc1NC(C)=O	1.1	18	1.1	-7	96	4	0.8	-19	19	0

Single records (already shown). Values in the order: FLuc act counter	Diaphorase inh	NF-kB expr up	FLuc inh counter	STAT1 act	G6PDH CS	Diaphorase act	APP 5'UTR act	APP transl inh	TLR4-MyD88 BLA
`COc1ccc(-c2csc(N(CC3CCCO3)C(=O)c3ccco3)n2)cc1` (centres undefined) reads 1.1	28	1	-5	105	-28	0.7	2	-2	-13
`COC(=O)C1=C(C)OC(N)=C(C#N)C1c1ccco1` (centres undefined) reads 1.1	9	1	-6	97	0	0.9	8	-8	-7

More structures
SMILES	FLuc act counter	Diaphorase inh	NF-kB expr up	FLuc inh counter	STAT1 act	G6PDH CS	Diaphorase act	APP 5'UTR act	APP transl inh	TLR4-MyD88 BLA
CC(C)CCNC(=O)C12CN(Cc3ccccc3)CC1C(c1ccc([N+](=O)[O-])cc1)=NO2 (centres undefined)	1	14	1.9	2	93	21	0.9	-4	4	-17
CN1CCN(S(=O)(=O)c2ccc3c(c2)NC(=O)C2CCCN32)CC1 (centres undefined)	1	6	1	-4	89	1	0.9	4	-4	-5
CCN(CC)CCNC(=O)Cc1nn(Cc2ccccc2)c(=O)c2ccccc12	1	8	.	-2	104	16	0.9	-6	6	16
COc1ccc(NC(=S)N2CCc3ccccc3C2)cc1OC	1	3	1.3	-5	104	4	1	27	-26	2
CC(C)C(=O)Nc1cccc(C(=O)Nc2nccs2)c1	1	12	1.1	0	106	5	0.9	-3	3	1
CCCn1c(N)c(C(=O)CSc2nc3ccccc3c(=O)n2Cc2ccccc2)c(=O)[nH]c1=O	1	8	1	1	94	8	0.9	-11	11	6
CCc1cc2c(cc(C(=O)O)n2C)s1	1	-4	1	-2	107	10	1	0	0	2
Cc1cccc(/C=N\Nc2nnc(-c3ccccc3)c(=O)[nH]2)c1	1	12	1.2	-4	102	-1	0.9	12	-12	-14
Cc1cccc(CCNC(=O)C2CCN(S(=O)(=O)c3c(C)nn(C)c3C)CC2)c1	1	12	1	-3	97	7	0.9	2	-2	-6
CCOC(=O)c1cccc(NC(=O)CN(c2ccc(C)cc2)S(=O)(=O)c2c(C)n[nH]c2C)c1	1	26	0.62	-4	95	-4	0.7	8	-8	-7
O=C(NCCCN1CCOCC1)C(=O)N/N=C/c1c(Cl)cccc1Cl	1.1	12	1	-6	90	10	0.9	1	-2	11
CCC(NC(=O)c1ccccc1NC(=O)c1ccc(OC)cc1)C(=O)N1CCCC1 (centres undefined)	0.6	5	1	41	108	5	0.9	10	-10	-9
CCOc1ccc(-n2c(Cc3cc(=O)[nH]c(=O)[nH]3)nnc2SCC(=O)OC)cc1	1.1	8	1.3	-5	97	4	0.9	9	-9	-4
Cn1c(SCC(=O)NCCN2C(=O)CSC2=O)nnc1-c1ccccc1	1.1	8	1.2	-7	98	2	0.9	5	-6	6
Cc1cc(C)n(C(=O)C(C)n2nc([N+](=O)[O-])c(Br)c2C)n1 (centres undefined)	1	-3	1.1	-5	99	0	1	-6	6	-8
Cc1cc(NC(=O)C(C)C)ncc1NC(=O)Cc1ccccc1	1	7	0.97	-3	108	-1	0.9	13	-13	-1
CCOc1ccc(NC(=O)N(C2CCCCCC2)C2CCN(C(C)=O)CC2)cc1	1	-3	1.1	1	120	7	1	.	.	1
